High-throughput results from PubChem.
GalR3 antagonist = blocks the human galanin receptor 3 | AID 651719 | HEK293 GalR3-CNG cAMP membrane potential fluorescence; galR3 body fused to GalR1 C-terminus | actives 0.44% (n = 360,000) | O60755 | inhibition, % at 3 µM;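 active = inhibition above the screen-wide average plus 3 SD, cut at about 13% in these data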;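 also: forskolin and galanin both at EC90 stimulate the cells; cAMP rise reported by CNG channel membrane potential dye signal; 0% = forskolin plus galanin with DMSO and 100% = forskolin alone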
PHOSPHO1 inh = PHOSPHO1 (human) inhibition. Q8TCT1. recombinant PHOSPHO1, absorbance phosphatase assay. inhibition, % at 13.3 µM. actives 1.1% (n = 290,000). AID 1565; in the data active = inhibition above about 60%
Target sequence (Q8TCT1 whole entry, looked up): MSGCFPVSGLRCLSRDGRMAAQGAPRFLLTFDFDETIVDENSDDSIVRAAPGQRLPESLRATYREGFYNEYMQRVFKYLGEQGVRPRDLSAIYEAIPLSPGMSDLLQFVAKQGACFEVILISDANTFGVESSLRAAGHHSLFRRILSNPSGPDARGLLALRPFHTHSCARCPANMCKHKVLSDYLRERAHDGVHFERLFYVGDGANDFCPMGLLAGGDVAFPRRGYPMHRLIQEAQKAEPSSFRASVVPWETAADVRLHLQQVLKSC
GPR7 antag = blocks human GPR7 receptor signaling; inhibition, % at 4.4 µM; actives 1.1% (n = 290,000); AID 1861; GPR7-expressing cells, fluorescence antagonist assay; in the data active = inhibition above about 16%, passing the limit was not always enough;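 also: cells stimulated with the agonist NPW; 0% = agonist with vehicle and 100% = vehicle without agonist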
Target sequence (P48145 whole entry, looked up): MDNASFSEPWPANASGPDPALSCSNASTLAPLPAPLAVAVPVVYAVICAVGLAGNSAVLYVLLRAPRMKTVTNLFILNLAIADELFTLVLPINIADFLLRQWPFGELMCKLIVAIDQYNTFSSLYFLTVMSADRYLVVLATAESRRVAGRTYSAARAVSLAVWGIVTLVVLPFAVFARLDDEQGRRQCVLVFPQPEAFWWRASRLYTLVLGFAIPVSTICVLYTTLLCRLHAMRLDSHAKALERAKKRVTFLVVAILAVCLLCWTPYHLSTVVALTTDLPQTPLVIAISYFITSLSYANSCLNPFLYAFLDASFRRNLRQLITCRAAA
VIM-2 inh = blocks Pseudomonas aeruginosa VIM-2 metallo-beta-lactamase. purified VIM-2, nitrocefin hydrolysis, epi-absorbance fluorescence. inhibition, % at 5.6 µM. actives 0.89% (n = 290,000). AID 1527;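 active = inhibition above the mean of all tested compounds plus 3 SD, cutoff set per screening run, cut at about 7.5% in these data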;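 also: red hydrolysis product quenches plate fluorescence so inhibitors raise well fluorescence; 0% = enzyme with DMSO and 100% = DMSO without enzyme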
OXTR ag = activates the human oxytocin receptor | P30559 | CHO-OTR cells, Fluo-8 calcium fluorescence; normalized: DMSO 0%, oxytocin 100% | activation, % at 3 µM | actives 0.32% (n = 320,000);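 active = activation above the mean of all tested compounds plus 3 SD, cutoff set per screening run, cut at about 20% in these data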;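 also: peak over basal fluorescence ratio from a 100 s FLIPR kinetic read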
Target sequence (P30559 whole entry, looked up): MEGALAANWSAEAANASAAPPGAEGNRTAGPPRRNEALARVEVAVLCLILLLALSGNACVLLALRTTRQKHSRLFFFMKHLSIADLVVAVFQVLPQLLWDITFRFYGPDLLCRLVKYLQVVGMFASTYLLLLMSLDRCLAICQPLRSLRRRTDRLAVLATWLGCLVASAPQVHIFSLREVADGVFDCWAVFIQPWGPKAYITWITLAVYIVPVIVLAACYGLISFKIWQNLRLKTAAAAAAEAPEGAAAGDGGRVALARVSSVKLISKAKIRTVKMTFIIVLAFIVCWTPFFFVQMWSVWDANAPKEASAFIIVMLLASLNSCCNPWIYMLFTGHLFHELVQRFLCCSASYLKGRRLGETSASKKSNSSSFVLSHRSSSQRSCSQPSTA
V1aR counter = activates human V1a receptor in oxytocin agonist counter-screen | P37288 | CHO-V1R cells, Fluo-8 calcium fluorescence, agonist mode; 0% DMSO, 100% 3 nM vasopressin | activation, % at 3 µM | actives 0.25% (n = 320,000) | AID 2797;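 active = activation above the mean activation of all tested compounds plus 3 SD, per screening run, cut at about 20% in these data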;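 also: signal is peak over basal fluorescence ratio across a 100 second FLIPR read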
DNA FID counter = displaces DNA intercalator in HCV helicase counter-screen; DNA fluorescent intercalator displacement, fluorescence; actives 0.17% (n = 290,000); inhibition, % at 7.9 µM; in the data active = inhibition above about 37%;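 also: 0% = vehicle and 100% = reference compound; higher means more ethidium bromide displaced from hairpin DNA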
HCV NS3 hel inh = blocks Hepatitis C virus NS3 helicase unwinding | NS3 helicase DNA unwinding, Cy5 molecular beacon fluorescence | actives 0.56% (n = 290,000) | inhibition, % at 10.9 µM | AID 1800;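 active = inhibition above the mean of all tested compounds plus 3 SD, set per campaign, cut at about 35% in these data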;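 also: 0% = DMSO wells and 100% = thioflavine S control wells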
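test system = hepatitis C virus NS3 helicase domain fragment enzyme | reagent = annealed dual-labelled DNA beacon duplex, ATP-started | times = 1 h at 25 °C | detection = Cy5 fluorescence, 0 and 60 min reads | read-out basis = percent inhibition from t60/t0 fluorescence ratio | control set = DMSO and thioflavine S | replication = one well per compound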
IMP-1 inh = blocks Pseudomonas aeruginosa IMP-1 metallo-beta-lactamase. purified IMP-1, nitrocefin hydrolysis, epi-absorbance fluorescence. inhibition, % at 5.6 µM. actives 0.45% (n = 290,000). AID 1556;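 active = inhibition above the mean plus 3 SD of all compounds in the same screening run, cut at about 4.5% in these data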;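 also: 0% = IMP-1 with DMSO and 100% = DMSO wells lacking enzyme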
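System: purified recombinant IMP-1 beta-lactamase. Medium: Zinc- and detergent-supplemented HEPES buffer, pH 7.1. Compound: one 5.6 µM dose […]. Schedule: 15 min preincubation plus 25 min reaction at 25 °C. Technique: Epi-absorbance fluorescence, 480 nm excitation, 530 nm emission.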
* = called active by the depositor; x = not tested or not shown.

1	CCN(CC)CCN(C(=O)c1ccc(N2C(=O)CCC2=O)cc1)c1nc2cc3c(cc2s1)OCCO3
2	CCn1cc(CNC(=O)c2cc(-c3cc(OC)ccc3OC)nc3ccccc23)c(C)n1
3	COc1cccc(N2C(=O)CC(c3c[nH]c4ccccc34)C2=O)c1 (stereo unspecified)
4	Cc1ccc(NC(=O)CCn2cccc2)cc1C
5	CN(C(=O)c1ccccc1C(=O)OCC(=O)NCc1ccccc1)C1CCCCC1
6	Cc1sc2nc(C3CC3)nc(N3CCN(C(=O)c4ccc(F)cc4)CC3)c2c1C
7	C=CCC1C=C(Cc2ccccc2)CC(CC=C)N1 (stereo unspecified)
8	O=C(COCc1cc(-c2ccc3c(c2)OCO3)on1)Nc1cccnc1
9	CC(=O)c1cccc(-n2nnnc2SCC(=O)NNC(=O)C2CCCCC2)c1
10	C=CCn1c(-c2ccc(OC)cc2)csc1=Nc1c(C)n(C)n(-c2ccccc2)c1=O
entry no.,1,2,3,4,5,6,7,8,9,10
GalR3 antagonist,-5.0,0.7,-6.5,-0.8,-3.5,-6.8,-5.4,-6.4,-3.8,-3.1
PHOSPHO1 inh,18.2,-17.6,3.7,-21.0,-5.7,37.0,24.5,39.5,27.8,20.4
GPR7 antag,4.3,-3.2,-1.7,7.2,-9.2,-6.6,7.0,-3.6,-13.0,-2.1
VIM-2 inh,-0.3,-2.0,0.4,-1.6,0.5,4.7,0.3,-0.8,-4.7,2.5
OXTR ag,1.7,1.0,1.8,-0.8,-1.7,-2.3,0.0,2.9,-1.2,-2.6
V1aR counter,0.4,1.5,0.7,0.7,-1.6,-0.3,-0.3,4.6,0.3,-0.4
DNA FID counter,-3.3,-28.6,-3.7,-3.1,-33.1,-34.2,7.6,-13.4,6.6,-36.5
HCV NS3 hel inh,-6.7,-8.7,-4.2,-6.7,0.2,-10.6,-25.0,-1.8,0.2,5.8
IMP-1 inh,-0.4,-4.4,-1.6,-0.4,-0.3,-2.7,-2.3,0.6,-3.5,-2.0

Reprinted from the part before: 3 compounds, followed by the next part.
8	O=C(COCc1cc(-c2ccc3c(c2)OCO3)on1)Nc1cccnc1
9	CC(=O)c1cccc(-n2nnnc2SCC(=O)NNC(=O)C2CCCCC2)c1
10	C=CCn1c(-c2ccc(OC)cc2)csc1=Nc1c(C)n(C)n(-c2ccccc2)c1=O
11	Cn1c(C(=O)O)c(CC(=O)Nc2ccc3c(c2)OCCO3)c2ccccc21
12	CCc1cc(=O)oc2cc(C)cc(OC(=O)c3ccco3)c12
13	O=c1[nH]c(-c2ccc(Cl)cc2)cs1
14	Cc1ccc(Cl)cc1NC(=O)CC(O)(C(F)(F)F)C(F)(F)F
15	COc1ccc(CNC(=O)C2CCCN2C(=O)NC2CCCCC2)cc1 (stereo unspecified)
16	Cc1ccc(C(=O)Nc2ccncc2)c(C)c1
17	COc1ccc(/C=N/NC(=O)Nc2cccc3nsnc23)cc1OC
18	Cc1cccc2cc(CN(CC3CCCO3)C(=O)c3ccco3)c(=O)[nH]c12 (stereo unspecified)
19	Cc1nc2c(C(=O)NCc3cccs3)cnn2c(C)c1Cc1ccccc1
20	COC(=O)COc1ccc(S(=O)(=O)NCCC2=CCCCC2)cc1C
entry no.,8,9,10,11,12,13,14,15,16,17,18,19,20
GalR3 antagonist,-6.4,-3.8,-3.1,-1.7,-3.1,-0.4,2.5,0.1,-9.7,1.8,-7.3,x,-3.9
PHOSPHO1 inh,39.5,27.8,20.4,13.2,-6.6,17.2,-21.3,0.7,31.1,-6.9,16.7,-5.2,8.6
GPR7 antag,-3.6,-13.0,-2.1,-7.8,-7.9,-15.1,5.5,-10.3,-16.3,10.4,4.9,-5.6,-8.4
VIM-2 inh,-0.8,-4.7,2.5,1.3,11.0*,-3.7,0.4,-1.7,-0.7,-1.2,0.0,1.3,-5.5
OXTR ag,2.9,-1.2,-2.6,0.2,-2.7,-1.8,12.2,-0.4,1.5,-1.1,-0.5,0.1,1.3
V1aR counter,4.6,0.3,-0.4,0.2,-1.1,-0.5,7.8,0.0,2.0,1.7,0.3,0.3,1.1
DNA FID counter,-13.4,6.6,-36.5,-32.1,-13.2,3.2,0.2,-0.8,-4.3,-2.5,-21.3,-10.9,-21.4
HCV NS3 hel inh,-1.8,0.2,5.8,18.8,3.5,-3.8,-9.3,-0.1,-1.5,-6.8,-1.7,6.6,-0.2
IMP-1 inh,0.6,-3.5,-2.0,-2.0,-2.6,-3.0,-1.6,-2.2,-3.6,-1.1,-0.2,-1.9,-3.7

21	Cn1c(SCC(=O)NC2CCCCC2)nnc1-c1ccccc1F
22	CCc1ccc(N(C(=O)c2csnn2)C(C(=O)NC(C)(C)CC)c2ccccn2)cc1 (stereo unspecified)
23	COc1ccccc1C(=O)N/C(=C/c1ccc(Br)cc1)C(=O)NCCO
24	CCCn1c(CCc2ccccc2)n[nH]c1=S
25	CC(=O)NCCc1nc2ccccc2n1Cc1cc(C)ccc1C
26	COc1ccccc1CC(=O)N1CCCC(CCC(=O)NCc2ccccc2F)C1 (stereo unspecified)
27	Cc1ccccc1Cn1cc(CCC(=O)N2CCOCC2)c2ccccc21
28	Cc1ccccc1NC(=O)Cc1cccs1
29	COC(=O)CCC(=O)Nc1ccc(Cl)c(Cl)c1
30	CCn1ncc(/C=C/C(=O)Nc2c(C)nn(Cc3ccc(Cl)cc3Cl)c2C)c1C
entry no.,21,22,23,24,25,26,27,28,29,30
GalR3 antagonist,-8.7,-6.3,0.1,-2.0,-6.4,-1.1,-11.5,-2.4,-0.2,-5.8
PHOSPHO1 inh,14.3,-15.1,-10.8,-92.0,38.3,26.8,13.4,19.2,12.5,19.2
GPR7 antag,-9.3,7.5,-3.0,19.3,-5.5,-5.4,-2.5,-3.5,-2.6,2.9
VIM-2 inh,-1.7,-2.6,-9.2,4.0,-0.6,-1.6,-2.6,-1.5,-2.0,-2.2
OXTR ag,10.0,-1.1,0.0,0.3,0.1,-0.3,-0.4,0.0,1.2,8.0
V1aR counter,0.4,2.4,0.1,-0.3,-0.1,-0.3,1.1,0.1,1.2,6.8
DNA FID counter,-11.0,-46.0,-9.7,2.1,-24.5,-25.9,-36.8,-1.3,-1.1,-38.7
HCV NS3 hel inh,6.2,5.4,4.9,10.8,12.8,0.9,-8.4,1.1,-4.3,-5.8
IMP-1 inh,-2.8,-3.4,-2.3,0.0,0.1,-1.4,-3.2,-3.4,-2.3,-0.4

31	COc1ccc(N=C(C)C2=C(O)COC2=O)cc1
32	CCCc1cc(=O)oc2cc(OCC(=O)NC3CC(C)(C)NC(C)(C)C3)ccc12
33	COc1cccc(NC(=O)CN2CCCCCC2)c1
34	Cc1ccc(NC(=O)/C(=C\c2ccccc2)NC(=O)c2ccco2)cc1
35	CCC1=NN(C(=O)c2cccc(Br)c2)C(O)(c2ccc(Br)cc2)C1 (stereo unspecified)
36	O=C(CNC(=O)c1ccccn1)N/N=C/c1ccc2c(c1)OCO2
37	O=C(C1=NN[C@@H]2C(=O)N(c3cccc(C(F)(F)F)c3)C(=O)[C@H]12)c1ccc2ccccc2n1
38	O=C(NCCc1ccccc1)C(NS(=O)(=O)c1cccc2nsnc12)c1ccccc1 (stereo unspecified)
39	CCOC(=O)N1CCN(C(=O)/C(=C/c2ccc(Cl)cc2)NC(=O)c2ccccc2)CC1
40	COc1ccc(C2SCCN2C(=S)Nc2cccc(C(F)(F)F)c2)cc1 (stereo unspecified)
entry no.,31,32,33,34,35,36,37,38,39,40
GalR3 antagonist,-1.6,4.6,-2.8,-3.3,-1.6,-5.2,-5.6,-12.1,-9.1,-3.7
PHOSPHO1 inh,-1.3,29.0,40.8,23.9,-9.3,-11.2,24.2,-0.2,38.5,11.6
GPR7 antag,-10.6,-2.5,-5.0,-13.5,-8.2,-5.6,-12.7,-6.2,2.3,-3.0
VIM-2 inh,-2.1,2.4,-3.5,-1.0,-4.7,-3.3,-3.4,-2.6,-0.6,-0.4
OXTR ag,0.7,2.4,3.4,-1.7,-2.1,0.8,0.8,-2.4,0.2,39.0*
V1aR counter,0.9,0.6,-0.1,-0.7,1.0,0.4,2.3,-0.3,0.0,22.0*
DNA FID counter,9.5,8.8,3.5,-2.9,-9.8,-14.7,-22.6,-15.3,-34.2,1.9
HCV NS3 hel inh,8.0,-1.1,-0.1,-5.4,6.0,1.7,26.9,1.0,-0.8,-2.8
IMP-1 inh,0.0,-2.4,-2.4,-1.1,-4.6,-1.4,-2.1,-1.3,-2.2,-3.3

41	CCOC(=O)NC1(NC2CCCCC2)Oc2ccccc2O1
42	COc1ccc(-c2csc(C3=C(O)CN(Cc4ccc(Cl)cc4)C3=N)n2)cc1OC
43	Cc1nc(SCC(=O)c2ccc(Cl)s2)c2oc3ccccc3c2n1
44	CN1CCN(Cc2cccc3ncccc23)CC1CCO (stereo unspecified)
45	C=CCN1CN=C(NS(=O)(=O)c2ccc(NC(C)=O)cc2)NC1
46	Cc1nnc(-c2cccc(Br)c2)c2cn(-c3ccccc3)nc12
47	O=C1/C(=C/c2cccc(Cl)c2)CSc2sccc21
48	CC1CCN(C2=NC(=O)/C(=C/c3ccc(O)cc3)S2)CC1
49	CCC1=C(OC(=O)c2ccccc2)C(C)(C)C(c2ccccc2)OC1=O (stereo unspecified)
50	CCN(CC)C(=O)Cn1cc(SCC(=O)NCc2ccco2)c2ccccc21
51	COC(C(=O)N/N=C/c1ccc(OCC(=O)N2CCOCC2)cc1)c1ccccc1 (stereo unspecified)
52	CCOc1ccc(OCC)c(NC(=O)C2CCN(S(=O)(=O)c3cccnc3)CC2)c1
entry no.,41,42,43,44,45,46,47,48,49,50,51,52
GalR3 antagonist,-2.1,-3.3,-6.0,-6.9,-4.8,-3.2,2.5,-7.5,0.3,-5.1,-6.1,-2.1
PHOSPHO1 inh,35.3,23.8,21.5,34.0,-3.9,-5.8,7.7,22.9,-7.1,8.4,30.4,-0.5
GPR7 antag,14.4,-4.2,-15.3,-2.5,-16.0,-8.1,-7.9,0.1,0.5,1.4,-5.8,-9.6
VIM-2 inh,1.0,-3.3,-1.4,-1.1,1.9,2.4,-3.1,1.8,-3.0,-1.3,-0.1,-4.3
OXTR ag,-0.2,0.1,0.1,x,0.6,-1.9,-2.4,-0.4,-2.2,-0.4,-0.1,-1.3
V1aR counter,-0.4,-1.1,1.4,x,2.0,-0.6,-1.1,0.6,-0.7,-0.5,-0.6,-0.9
DNA FID counter,-3.6,-10.8,0.2,0.3,-0.3,-3.3,-6.4,-29.2,0.9,-16.1,-16.8,-23.4
HCV NS3 hel inh,37.8*,1.1,3.0,-3.7,4.2,0.1,5.1,-6.9,0.2,-2.7,4.2,0.4
IMP-1 inh,0.6,-1.4,-2.7,-2.3,-1.2,-1.0,-1.1,-2.2,-1.7,-1.2,-2.6,-3.5
